High-throughput results: PubChem BioAssay, University of Kansas High Throughput Screening Laboratory
mHTT CaM bind = mutant huntingtin-calmodulin interaction inhibitors – biochemical, AlphaScreen, primary screen. P42858. AlphaScreen His-mHTT/GST-CaM binding, luminescence. inhibition, % at 15 µM. actives 3.6% (n = 190,000). AID 1671202, 2021;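 note: 0% = both proteins with DMSO and 100% = one protein alone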
Pf apPOL block = Pf-apPOL inhibitors, biochemical, fluorescence | Recombinant Pf-apPOL, molecular beacon fluorescence, 1.5 h | inhibition, % at 10 µM | Plasmodium falciparum apicoplast DNA polymerase (apPOL) | actives 0.25% (n = 210,000) | AID 1794808, 2022
* hit, by the source's call; i = inactive; · = not tested or not shown; & = joins results of further samples. Cut-off read from the data, not from the text of the source: active = inhibition above about 50%; inactive = the rest.

SMILES	mHTT CaM bind	Pf apPOL block
O=C(CN1CCN(C(=O)Nc2ccc(Cl)cc2)CC1=O)NCc1ccc2c(c1)OCO2	2	-1
CC(C)C[C@H]1COc2cc(NC3CC3)ccc2S(=O)(=O)N1	-10	-6
CCOc1ccc(C2C(C(=O)Nc3ccc(C)cn3)=C(C)NC3=C2C(=O)CCC3)cc1 (stereo not drawn)	4	18
OCC1OC(OCCc2ccc(O)cc2)C(O)C(O)C1O (stereo not drawn)	·	-18
Cc1cc(OCC(O)CNC(C)(C)C)ccc1C(C)C (stereo not drawn)	-12	0
COC(=O)c1cccc(NC(=O)N2CCCN(C3CCN(CC4CC4)C3=O)CC2)c1 (stereo not drawn)	3	-6
CCNC(=O)/C(=C\c1ccc(Br)cc1)NC(=O)c1ccco1	-1	-3
COc1ccc(/C=c2\sc3n(c2=O)CN(c2cccc(F)c2)CN=3)cc1OC	0	-4
O=C(CSc1nc2c(c(=O)[nH]1)C1(CCCC1)Cc1ccccc1-2)c1ccccc1	-1	4
O=C(NC1CCS(=O)(=O)C1)c1sc2ccccc2c1Cl (stereo not drawn)	·	-9
Cc1ccc2c(c1)C(=O)CC(c1cc(Br)cc3c1OCOC3)O2 (stereo not drawn)	-3	-14
CCn1ccnc1N1CCN(C(=O)Cc2ccc(OC)c(OC)c2)CC1	-2	-6
CN(C)CN1C(=O)S/C(=C\c2ccc(N(C)C)cc2)C1=O	29	0
FC(F)(F)c1ccc(/C=N/N2CCN(C3c4ccccc4-c4ccccc43)CC2)cc1	i	·
COc1ccc(Cl)cc1NC(=O)CSC1=NS(=O)(=O)c2cc(Cl)ccc2N1	-18	-10
Cc1ccc(CNC(=O)Cn2ccc3sccc3c2=O)cc1	-7	4
COc1cccc(C2Nc3ccccc3NC3=C2C(=O)CC(c2cccs2)C3)c1 (stereo not drawn)	9	1
c1csc(-c2nc3ccccc3s2)c1	·	-19
COCCCNC(=O)c1cc2c(=O)n3cccc(C)c3nc2n(C(C)C)c1=N	0	3
Cc1cccc(C(C)C)c1NC(=O)c1cc2ccccc2oc1=O	-3	-7
CCOC(=O)c1cc(-c2csc(COc3ccc(Cl)cc3)n2)on1	·	-13
CCc1cccc(C)c1NC(=O)Cn1cnc2c(-c3ccccc3)csc2c1=O	-4	-1
O=C(NCCc1ccc(F)cc1)C(=O)NC1CCCCC1	0	-5
COc1ccc(CC(=O)Nc2ccc3nc(N4CCCCC4)cc(C)c3c2)cc1OC	15	-1
O=C(CSc1nncc(=O)[nH]1)Nc1cccc(Cl)c1Cl	-14	-14
O=C(Nc1cc(F)ccc1F)C1Oc2ccccc2NC1=O (stereo not drawn)	-7	0
COc1cc2c(c(O)c1OC)C(=O)C(OC)CCC2 (stereo not drawn)	-7	-2
O=C(CCS(=O)(=O)c1ccccc1)NCC(O)c1cccc2ccccc12 (stereo not drawn)	-2	-10
Clc1ccc(C2CC(c3cccs3)Nc3ncnn32)cc1 (stereo not drawn)	14	-8
COc1nc(Nc2ccc(C(C)=O)cc2)nc(OC)n1	7&8	0&-3
COc1cc(NC(=O)COc2ccccc2[N+](=O)[O-])c(OC)cc1Cl	9	3
Cc1ccc(Cl)cc1NC(=O)c1ccc(OC(C)C)cc1	-4	0
NC(=NO)c1ccc(OCc2ccccc2)cc1	·	-11&-32
O=S(=O)(c1ccc2[nH]c3c(c2c1)CCCC3)N1CCCc2ccccc21	77*	2
Cc1cc(C)cc(NC(=O)CN2C(=O)CC(c3ccccc3)=Nc3cccnc32)c1	-11	2
COc1ccc(N2C(=O)CSC2c2ccc(Cl)cc2Cl)cc1 (stereo not drawn)	-11	-3
CCC(=O)N1CCc2cc(S(=O)(=O)N3CCN(c4ccccn4)CC3)ccc21	-1	-6
Cn1c(=O)c2c(nc(N3CCCCC3)n2CCNC2=NCCCCC2)n(C)c1=O	5	-4
COc1cc(OC)c(OC)cc1CNC(C)C1COc2ccccc2O1 (stereo not drawn)	7	-2
CCOC(=O)NC(=S)Nc1ccc(C(C)(C)C)cc1	·	11
COc1cccc(CC(=O)N2CCCC(COc3cccc(C(=O)N4CCCC4)c3)C2)c1 (stereo not drawn)	1	-4
CCOc1cc(C2Nc3ccccc3-c3nnc(SC)nc3O2)ccc1OC (stereo not drawn)	-5	3
C=CCNC(=O)c1ccc(CN2CCOCC2)cc1	1	5
O=C(Nc1ccc(SCCCC(=O)N2CCN(c3ccccc3F)CC2)nn1)C1CC1	-15	-4
Cn1c(C2CCN(C(=O)Nc3cccc(Cl)c3)C2)nc2cccnc21 (stereo not drawn)	-7	-5

Reformatted with two lines to a compound: entries from further up
Each structure is followed by: mHTT CaM bind	Pf apPOL block
COc1ccc(CC(=O)Nc2ccc3nc(N4CCCCC4)cc(C)c3c2)cc1OC
→ 15	-1
O=C(CSc1nncc(=O)[nH]1)Nc1cccc(Cl)c1Cl
→ -14	-14
O=C(Nc1cc(F)ccc1F)C1Oc2ccccc2NC1=O (stereo not drawn)
→ -7	0
COc1cc2c(c(O)c1OC)C(=O)C(OC)CCC2 (stereo not drawn)
→ -7	-2
O=C(CCS(=O)(=O)c1ccccc1)NCC(O)c1cccc2ccccc12 (stereo not drawn)
→ -2	-10
Clc1ccc(C2CC(c3cccs3)Nc3ncnn32)cc1 (stereo not drawn)
→ 14	-8
COc1nc(Nc2ccc(C(C)=O)cc2)nc(OC)n1
→ 7&8	0&-3
COc1cc(NC(=O)COc2ccccc2[N+](=O)[O-])c(OC)cc1Cl
→ 9	3
Cc1ccc(Cl)cc1NC(=O)c1ccc(OC(C)C)cc1
→ -4	0
NC(=NO)c1ccc(OCc2ccccc2)cc1
→ ·	-11&-32
O=S(=O)(c1ccc2[nH]c3c(c2c1)CCCC3)N1CCCc2ccccc21
→ 77*	2
Cc1cc(C)cc(NC(=O)CN2C(=O)CC(c3ccccc3)=Nc3cccnc32)c1
→ -11	2
COc1ccc(N2C(=O)CSC2c2ccc(Cl)cc2Cl)cc1 (stereo not drawn)
→ -11	-3
CCC(=O)N1CCc2cc(S(=O)(=O)N3CCN(c4ccccn4)CC3)ccc21
→ -1	-6
Cn1c(=O)c2c(nc(N3CCCCC3)n2CCNC2=NCCCCC2)n(C)c1=O
→ 5	-4
COc1cc(OC)c(OC)cc1CNC(C)C1COc2ccccc2O1 (stereo not drawn)
→ 7	-2
CCOC(=O)NC(=S)Nc1ccc(C(C)(C)C)cc1
→ ·	11
COc1cccc(CC(=O)N2CCCC(COc3cccc(C(=O)N4CCCC4)c3)C2)c1 (stereo not drawn)
→ 1	-4
CCOc1cc(C2Nc3ccccc3-c3nnc(SC)nc3O2)ccc1OC (stereo not drawn)
→ -5	3

Further compounds follow:
SMILES	mHTT CaM bind	Pf apPOL block
CCCCN1C(=O)c2ccccc2CC1(C)C(=O)NCc1ccccc1 (stereo not drawn)	-6	8
CN1CCCc2cc(C(=O)NC3CCCCC3)sc21	2	-1
CCNC(=O)C1Cc2ccccc2N2CCN(c3cc(Cl)ccc3OC)CC12 (stereo not drawn)	22	-1
Cc1cc(C(=O)Nc2ccc3c(c2)OCCO3)nn1C	-20	-4
Cc1cc(C)n(CC(=O)Nc2cccc(Cl)c2)c(=O)c1C#N	·	0
CC1(C)CC(=O)C2=C(C1)Nc1ccccc1N(C(=O)C(F)(F)F)C2c1cccc([N+](=O)[O-])c1 (stereo not drawn)	12	-6
CCC(=O)N1c2ccccc2NC2=C(C(=O)CC(C)(C)C2)C1c1cc(OC)c(OC)c(OC)c1 (stereo not drawn)	0	-1
COc1cccc(NC(=O)c2sc3nc(-c4ccccc4)cn3c2C)c1	7	0
O=C(Nc1cc(Sc2ccccn2)cc([N+](=O)[O-])c1)c1c(F)cccc1F	25	-1
N=C1NC(=O)/C(=C/c2cccc(Br)c2)S1	-4	-15
CCOc1ccc(CCNC(=O)Cn2cc3c(n2)CCCC3)cc1	-7	-1
Clc1cc(Cl)c(NN=Cc2ccc(-c3cccs3)s2)c(Cl)c1	·	6
O=C1C2C3c4ccccc4C(c4ccccc43)C2C(=O)N1c1ccccn1 (stereo not drawn)	-10	·
CCS(=O)(=O)Oc1cc(Cl)ccc1-c1nc2ccccc2o1	2	1
COc1ccc(CNC(=O)C2CCN(c3cnn(Cc4ccccc4)c(=O)c3)CC2)cc1	4	0
CCCC1(CO)CCCN1C(=O)Cc1ccsc1 (stereo not drawn)	0	-10
CC(C)(C)n1nc2c(c1NC(=O)c1cccc(Cl)c1)CS(=O)(=O)C2	1	-3
Cc1ccccc1S(=O)(=O)N1CCC2(CC1)NCCN=C2NC1CCCCCC1	-1	-4
COc1cc(/C=C2/N=C(c3ccco3)OC2=O)cc(OC)c1OC	4	-1
Cc1ccc(C2=N/C(=C\c3ccc(Cl)cc3)C(=O)O2)cc1	-2	-2
OC(COCC12CC3CC(CC(C3)C1)C2)CN1CCN(Cc2ccccc2)CC1 (stereo not drawn)	25	2
CCc1ccc(CNC(=O)CCS(=O)(=O)Cc2ccccc2Cl)cc1	20	-12
O=C(Nc1ccc2c(c1)CCCN2C(=O)C1CC1)c1cc(Br)ccc1Cl	-8	-4
CC(=O)Nc1nnc(CS(=O)(=O)c2ccccc2)o1	-11	-2
NC1=NCC2c3ccccc3Cc3ccccc3N12 (stereo not drawn)	·	11
COc1cc(CNC(=O)C2CCN(c3nc4cccnc4s3)CC2)cc(OC)c1OC	-9	-3
CCCCn1c(=N)c(S(=O)(=O)c2ccc(Cl)cc2)cc2c(=O)n3cccc(C)c3nc21	-3	-6
O=c1/c(=C/c2cn[nH]c2-c2ccccc2)sc2nc3ccccc3n12	1	-5
O=C(O)c1cccc(CN2C(=O)CSC2=O)c1	-5	-1
CCOc1ccc(C(=O)Nc2c(C)ccc3nsnc23)cc1Cl	1	-8
CCc1ccccc1NC(=O)C1CCCN(C(=O)c2ccccc2F)C1 (stereo not drawn)	29	-6
COc1ccc(/C=c2\sc3nc(-c4ccccc4Br)nn3c2=O)c(OC)c1	6	-5
CC(C)N1CCn2c(nc3ccccc32)C1	2	-1
Cc1cc(C)c2ccc(N)nc2n1	-1	-3
O=C(/C=C/c1ccc(O)cc1)c1ccc(O)cc1O	·	-3
CSC1=NC=C(C#N)C2=NC(c3ccc4c(c3)OCO4)NN12 (stereo not drawn)	·	-2
CCN1CCN(C(=O)c2ccc(-c3ccc4c(c3)CCN4C(C)=O)cc2)CC1	4	1
CC(C)C(=O)NCc1ccc(-n2ccnc2)cc1	-2	5
COc1ccc(NC(=O)CCc2ccc3ccn(C)c3c2)cc1	28	-1
CCOc1ccc(C(=O)Nc2cccc(-c3cc4ccccc4oc3=O)c2)cc1[N+](=O)[O-]	39	-7
Cc1ccc(C(=O)N2CCCCC2c2nncn2CC2CC2)cn1 (stereo not drawn)	6	3
CN(C)C(=O)N1CCN(C(=O)N(C)C)CC1	-5	·
Cc1nccn1Cc1noc(-c2cccs2)n1	-1	-6
O=C(Nc1ccc(F)cc1)C1CN(C(=O)c2ccncc2)CC12CCCCC2 (stereo not drawn)	-2	-1
O=C1N=c2ccc(Br)cc2=C1c1sc(=O)[nH]c1O	27	4
COc1ccccc1NC(=O)CN(c1ccccc1C)S(=O)(=O)c1ccc(C)cc1	-1	-2
CC(NC(=O)CN1CCOCC1)C1CC2CCC1C2 (stereo not drawn)	0	0
CCCNC(=O)O[C@@H]1C[C@H]2C[C@@H]1[C@H]1CCCCN1C2=O	2	-4
COc1cc(C2C(C(=O)c3ccco3)=C(O)C(=O)N2CCCn2ccnc2)cc(OC)c1OC (stereo not drawn)	-1	-4
CS(=O)(=O)N1CCCC(C(=O)Nc2ccc3ncsc3c2)C1 (stereo not drawn)	-22	-4
CC(=O)c1c(NC(=O)c2ccccc2)nc(C)nc1-c1ccccc1	-1	-23
COCCNC(=O)C1CCN(c2ccc(Cl)cc2F)C1=O (stereo not drawn)	-6	2
CC1Cc2ccccc2N1C(=O)c1ccc2snnc2c1 (stereo not drawn)	0&3	3&-7
O=C(Cn1nc2c(cc1=O)CCCC2)Nc1cccc(Cl)c1	3	0
CC(=O)Nc1cccc(NC(=O)CSc2ccc(S(C)(=O)=O)cc2[N+](=O)[O-])c1	10	0
CCc1nc2ccc(-c3noc(Cc4cccs4)n3)cc2n1CC	36	-10
Cc1onc(-c2c(Cl)cccc2Cl)c1C(=O)N=S(C)(=O)c1ccccc1 (stereo not drawn)	·	-1
CCOCC(=O)NC1CCN(c2nc3c(s2)c(C)nn3-c2ccc(OC)cc2)CC1	-1	-3
Cc1ccc(C)c(CN2C(=O)NC3(CCN(C(=O)c4cnccn4)CC3)C2=O)c1	3	-5
O=C(Nc1ccc(F)cc1F)NC1(c2nc(-c3ccsc3)no2)CCCCC1	-9	3
Additional compounds.
SMILES	mHTT CaM bind	Pf apPOL block
Cn1c(SCc2ccc([N+](=O)[O-])cc2)nnc1-c1cccs1	4	0
CCOc1ccc(NC(=O)CCN2CCN(c3ccccc3)CC2)cc1	-2	3
Cc1c(C)c(C(=O)Nc2ccc3c(c2)OCO3)n(Cc2ccccc2F)c1C	31	2
COc1ccc(-c2csc(NC(=O)c3csc(C)c3C)n2)cc1	27	-4
Nc1nc2c(cnn2CCc2ccccc2)c2nc(-c3ccco3)nn12	·	-6
CC(C)c1noc(COC2CCN(C(=O)Cc3cccs3)CC2)n1	-3	-3
CCCn1c(C(=O)NN2CCCC2=O)cc2c(=O)n(C)c(=O)n(C)c21	-12	-3
Cc1cc(Nc2cc(C#N)c(C#N)cc2[N+](=O)[O-])ccc1Br	14	-10
Cc1ccc2c(NC(=O)Cc3csc(-n4cccc4)n3)cccc2n1	-10	-8
O=C(NCc1ccc(F)cc1)C1CCCN(c2nnc3ccccn23)C1 (stereo not drawn)	-5	-8
O=C(Nc1cccs1)N(CCc1ccccc1)Cc1ccccn1	10	9
Cc1nc(Nc2ccccn2)sc1C(=O)N1CCN(c2ccccc2F)CC1	59*	-8
COc1ccc(CCC(=O)NCC2CCN(C3CCCC3)CC2)cc1	-5	-1
Cc1noc(-c2ccncc2)c1C(=O)NCc1cccc2ccccc12	-4	-3
Cn1ccnc1N1CCN(CC(=O)NCC2CCCO2)CC1 (stereo not drawn)	-2	-1
CC1(C(=O)NCc2cccnc2)CCC(=O)N1Cc1ccccc1Cl (stereo not drawn)	-1	-11
